High-throughput results (PubChem BioAssay)
XIAP antagonists: small molecules displacing peptide from XIAP – biochemical, IAP family, fluorescence polarization (AID 1018) | XIAP BIR domain, fluorescence polarization peptide displacement; higher % means a stronger effect | displacement, % at 20 µM, or IC50 in µM where a hit was titrated | 0.007% of 200,000 active; in the data active means displacement above about 50%; further: a part of the inactive calls stands beside numbers as strong as those of hits
human PMI inhibition: inhibitors of human PMI, primary screen, biochemical, fluorescence intensity, coupled assay (AID 1209). inhibition, % at 20 µM, or IC50 in µM where a hit was titrated. 0.42% of 190,000 active. purified PMI enzyme, coupled fluorescence intensity; higher % means a stronger effect;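 further: plate controls were DMSO vehicle for no effect and wells lacking substrate for full effect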
M1AAP inhibition: P. falciparum M1AAP inhibitors, biochemical, fluorogenic H-Leu-NHMec substrate, 1536-well (AID 1445). recombinant M1AAP, H-Leu-NHMec fluorogenic kinetic assay; higher % means a stronger effect. inhibition, % at 30 µM; hits with a dose series show IC50 in µM. 0.42% of 220,000 active;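 active means primary inhibition above the hit cutoff, then over 50% inhibition at one or more dose response concentrations, cut at about 23% in these data, passing the limit was not always enough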;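 further: plate controls were DMSO full reaction for no effect and no enzyme background for full effect; strong numbers were not always called active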
M17LAP inhibition: P. falciparum M17LAP inhibitors, primary screen, biochemical, fluorogenic H-Leu-NHMec substrate, 1536-well (AID 1619). recombinant M17LAP, H-Leu-NHMec fluorogenic kinetic assay; higher % means a stronger effect. inhibition, % at 30 µM, or IC50 in µM where a hit was titrated. 0.38% of 220,000 active;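 active means compound inhibiting the enzyme by more than half at any dose during confirmatory dose-response retesting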;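 further: plate controls were full reaction with DMSO carrier for no effect and no enzyme background for full effect; strong numbers were not always called active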
Hep lipid drop: modulators of hepatic lipid droplet formation; AML12 mouse hepatocytes, oleate lipid droplets, BODIPY imaging; AID 1656; 0.4% of 240,000 active; inhibition, % at 6.5 µM;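 active means lipid droplet intensity inhibited by at least 50%, with more than 500 cells counted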
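Technique: fluorescence imaging, 20x objective, two fields per well / Assay system: AML12 hepatocytes (mouse) / Measure: % inhibition of lipid droplet signal / Doses: 6.5 µM single-point dosing / Incubation: overnight exposure / Reagent: 100 µM oleic acid challenge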
SIAH1 antagonists: Siah-1 peptide-binding antagonists, primary screen, biochemical, fluorescence polarization, rhodamine-plectin, uHTS (AID 1817); Siah-1 / rhodamine-plectin peptide fluorescence polarization; higher % means a stronger effect; one-dose displacement, % at 20 µM; IC50 in µM for titrated hits; 0.02% of 290,000 active;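 active means displacement of at least 50% at 20 µM, with a fluorescence ratio check between 0.3 and a set limit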;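 further: plate controls were Siah plus tracer with DMSO for no effect and tracer alone without Siah for full effect; strong numbers were not always called active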
K1F lysis inhibition: protection from phage-mediated lysis, alamar blue read-out – E. coli UTI89, K1F phage, bacterial capsule biogenesis inhibitors (AID 488966); 0.02% of 340,000 active; E. coli UTI89 K1F phage lysis, alamar blue, 2 h; higher % means a stronger effect; one-dose inhibition, % at 100 µM; IC50 in µM for titrated hits;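 active means phage lysis inhibition, versus mean bacterial control, above a set limit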;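 further: capsule biogenesis inhibitors block K1F phage lysis so surviving cells raise fluorescence; higher fluorescence means more inhibition of phage lysis; actives were called in the ten point dose series up to 300 µM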
TNAP activators: stimulation of alkaline phosphatase TNAP activity – biochemical, luminescent, no phosphate acceptor, uHTS, primary screen (AID 1001). purified TNAP, luminescent activation assay, no phosphate acceptor; higher activation fold means a stronger effect. 0.03% of 200,000 active. activation fold at 20 µM; hits with a dose series show EC50 in µM; in the data active means activation fold from about 3, or a potency from the dose series; inactive means the rest, 99 in 100 with activation fold below about 1.6; further: many of its hits are not listed in these tables
human PMI inhibitors: human PMI inhibitors, high substrate, primary screen, biochemical, fluorescence intensity, high mannose 6-phosphate (AID 1220); recombinant PMI enzyme, coupled fluorescence intensity; higher % means a stronger effect; inhibition, % at 20 µM; hits with a dose series show IC50 in µM; 0.66% of 190,000 active
Hep lipid drop cells 6.5 µM: recorded beside Hep lipid drop, whose call it bears; cell count; measured here: cell count, cytotoxicity flag;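 cells counted across two imaged fields per well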
* marks the source's active call; other numbers are inactive results; . = not tested or not shown; [ ] = dose if it differs, or a comment. Unless noted, no stated cut-off is given here; in the data, active means inhibition above about 50%; inactive means the rest.

SMILES | XIAP antagonists | human PMI inhibition | M1AAP inhibition | M17LAP inhibition | Hep lipid drop | Hep lipid drop cells 6.5 µM | SIAH1 antagonists | K1F lysis inhibition | TNAP activators | human PMI inhibitors
COC(=O)COc1ccc(S(=O)(=O)Nc2ccc(NC(C)=O)cc2)cc1C | -5.1% | 14% | 8% | 3% | 6 | 714 | 1% | 0.3% | 1 | 12%
CC(C)CN1CN(S(=O)(=O)c2cccs2)c2nc3ccccc3nc21 | -4.5% | -24% | 12% | -14% | . | . | 2% | . | 1 | -50%
O=C(CN1CCC(c2nc3ccccc3s2)CC1)NCc1ccccc1 | -4.9% | 1% | -4% | 6% | -20 | 691 | 0% | 0.4% | 1 | 0%
O=C(CNC(=O)c1ccccc1O)N/N=C/c1ccccn1 | -11% | 5% | 7% | 29% | -2 | 667 | -2% | -0.3% | 1.5 | 8%
O=S(=O)(c1ccccc1)c1nc(-c2ccco2)oc1NCCN1CCOCC1 | -2.4% | -15% | 7% | 21% | -13 | 779 | 0% | 4.2% | 1.1 | -27%
CCOC(=O)c1c(C)c(C(=O)NCc2ccccn2)c(C)n1CC | 0.5% | 11% | -7% | -3% | 1 | 607 | 5% | -0.3% | 1.1 | 12%
NC(=O)NCCCC(=O)OCC(=O)c1ccc2ccccc2c1 | -5.9% | 3% | 2% | -19% | 11 | 757 | 8% | -1.4% | 1.1 | 3%
COc1ccc(C2SCCN2C(=O)c2ccc([N+](=O)[O-])cc2)cc1 (stereo not given) | -2.1% | 8% | 7% | 4% | -13 | 788 | 18% | 0.4% | 1.1 | 8%
Cc1c2c(nc3ccccc13)CC(C)(C)CC2=O | -6.8% | -12% | 6% | 11% | -3 | 673 | 4% | 2.9% | 1.1 | -3%
CC(=O)N1CCN(CC(=O)Nc2ccccc2Sc2ccccc2)CC1 | -3.8% | 6% | -4% | 21% | 12 | 731 | 3% | 1.5% | 1 | 6%
COc1ccc(C(=O)CCNc2ccc3c(c2)OCCO3)cc1 | -17% | 28% | 4% | -3% | -4 | 727 | -8% | -0.4% | 1.1 | 58%*
Cc1sc2nc(CN(Cc3cccs3)C(=O)C3CC3)[nH]c(=O)c2c1C | -1.9% | -5% | 5% | -10% | . | . | 8% | 3.7% | 1.1 | 5%
COC(=O)[C@@H]1[C@@H](C)OC(=O)N[C@H]1c1ccccc1 | -6.5% | -3% | -3% | -7% | -13 | 776 | -3% | -0.4% | 1.1 | -1%
O=C1NN(c2ccc(F)cc2)C(=O)/C1=C\C=C\c1ccco1 | -3.6% | -1% | 15% | 20% | 2 | 646 | 2% | 2.5% | 0.9 | 5%
CC(C)C(=O)NC(NCC1CCCO1)C(Cl)(Cl)Cl (stereo not given) | -1.8% | 8% | 1% | 5% | . | . | 0% | 0.3% | 1.1 | 11%
CCNc1nc(SCCOc2ccc(Br)cc2)nc(N(C)C)n1 | -2.3% | 6% | 3% | -6% | -20 | 674 | 4% | 0.1% | 1.1 | 5%
Nc1cc(C(=O)O)ccc1Sc1ccccc1C(=O)O | -15% | 26% | -2% | 0% | -6 | 718 | -5% | 2.8% | 1 | 10%
S=C(NCc1ccc(Cl)cc1)N1CCN(c2ccccn2)CC1 | -3.5% | -4% | -1% | -1% | 3 | 637 | -1% | -0.3% | 1.1 | -2%
COC1CCCN(Cc2nc(Cc3ccccc3F)no2)C1 (stereo not given) | -4.2% | 3% | . | . | 10 | 724 | 6% | 0.0% | 1.1 | -6%
CCOC(=O)N1CCN(C(=O)CCSc2ccc(Cl)cc2)CC1 | -3.2% | -10% | -4% | 0% | . | . | 10% | 0.1% | 1.1 | -9%
Cc1ccn2cc(CCNC(=O)Cc3cccs3)nc2c1 | -7.6% | 6% | 1% | 3% | 2 | 728 | 7% | 5.2% | 1.1 | -3%
COCCOc1ccc(C(F)(F)F)cc1NC(=O)c1ccccc1F | -4.7% | -1% | 2% | -1% | 10 | 652 | -2% | 1.6% | 1.1 | -1%
O=S(=O)(Nc1ccc(N2CCCCC2)cc1)c1ccc(F)c(F)c1 | -5.0% | 31% | 12% | 7% | -6 | 613 | 1% | -2.2% | 1 | 24%
Cc1ccc(Nc2nc(N)c([N+](=O)[O-])c(NCc3ccccc3)n2)cc1 | . | . | 3% | 5% | 2 | 715 | 15% | . | . | .
CC(=O)N(c1cccc(C)c1)S(=O)(=O)c1ccc(Cl)cc1 | -3.1% | 6% | 11% | -2% | -31 | 687 | 4% | 0.2% | 1.1 | 6%

Later entries
SMILES | XIAP antagonists | human PMI inhibition | M1AAP inhibition | M17LAP inhibition | Hep lipid drop | Hep lipid drop cells 6.5 µM | SIAH1 antagonists | K1F lysis inhibition | TNAP activators | human PMI inhibitors
O=C(NC1(C(F)(F)F)N=C(c2ccccc2)NC1=O)c1ccccc1F (stereo not given) | -3.8% | 6% | -1% | 2% | 1 | 557 | 1% | 7.2% | 1.1 | 9%
CCOC(=O)CC(NC(=O)c1cc2cccc(OC)c2oc1=O)c1cccc([N+](=O)[O-])c1 (stereo not given) | -10% | 20% | -2% | -1% | 12 | 674 | 11% | 0.0%[50 µM] | 1.1 | 28%
COc1cccc(-n2c(SCC(=O)N3c4ccccc4CC3C)nnc2-c2ccco2)c1 (stereo not given) | -5.9% | 18% | 8% | -3% | -37 | 770 | -4% | 1.0% | 1.1 | 15%
CCOc1cc(/C=C2/SC(=S)N(CC(=O)O)C2=O)ccc1OC(=O)c1cccs1 | . | . | 17% | 27% | -2 | 755 | -1% | -0.2% | . | .
COc1ccc(NC(=O)Nc2ccc(Br)cn2)cc1 | -1.3% | -8% | 3% | -2% | 12 | 655 | 1% | 0.1% | 1.2 | -8%
CC(=O)Oc1ccc2ccccc2c1C(NC(=O)C(C)C)c1cccc([N+](=O)[O-])c1 (stereo not given) | -10% | -8% | 1% | -5% | -13 | 794 | -3% | 0.2% | 1 | -15%
O=C1CN(C(=O)c2cc3ccccc3oc2=O)C(c2ccc(F)cc2)c2cc(F)ccc2N1 (stereo not given) | 12% | -12% | 10% | -1% | 0 | 682 | -4% | -0.8% | 1 | -7%
C=CCn1c(SCC(=O)NCC2CCCO2)nnc1C1CCCCC1 (stereo not given) | 1.1% | 10% | 8% | 27% | -2 | 682 | -7% | 0.7% | 1.1 | 4%
CC(=O)Nc1ccc(OC(=O)COc2ccc(Br)cc2)cc1 | -1.6% | -5% | -2% | 4% | 4 | 719 | 3% | 0.1% | 1.1 | 0%
COC(=O)/C=C/c1cnc2ccccc2c1 | -7.8% | -29% | 9% | 4% | 0 | 662 | 2% | -0.5% | 1.1 | -16%
Cc1ccc(C(c2sc3ncnn3c2O)N2CCC(C)CC2)cc1 (stereo not given) | 1.0% | -5% | 5% | 18% | 21 | 764 | 5% | 13% | 1 | 1%
CCC(=O)Nc1nc2c(OC)ccc(C)c2s1 | -0.5% | -7% | 3% | -6% | -3 | 709 | -10% | -1.7% | 1.1 | -7%
COC(=O)c1cn(NC(=O)c2ccc(OC)c(OC)c2)c(=O)c2ccccc12 | -8.7% | 17% | 5% | -1% | 9 | 672 | 0% | 1.4% | 1.1 | 19%
CCC(C)(C)C1CCc2c(sc(NC(=O)c3cccs3)c2C(N)=O)C1 (stereo not given) | -4.4% | -7% | -1% | 5% | 2 | 776 | 2% | 4.2% | 1.1 | -13%
CSc1ncc(Cl)c(C(=O)Nc2cccc(C)c2)n1 | -5.6% | 11% | 6% | -1% | -12 | 749 | 0% | -0.1%[50 µM] | 1 | -1%
Cc1onc(-c2ccccc2)c1C(=O)OCC(=O)Nc1ccc2c(c1)OCO2 | 0.4% | 1% | -2% | 9% | . | . | 1% | -4.1% | 1.1 | 2%
O=C(COc1ccc(Cl)cc1Cl)NCCCN1CCOCC1 | 0.4% | 4% | 9% | 9% | . | . | 2% | 0.7% | 1.1 | 8%
CN(C)/C=C(\C=O)c1ncc(C(F)(F)F)cc1Cl | -0.3% | -28% | 6% | -3% | . | . | -2% | -1.1% | 1 | -16%
CC1Cn2c(nnc2-c2cccc(N)c2)S1 (stereo not given) | -10% | 23% | 4% | -4% | 27 | 700 | -3% | -2.4% | 1 | 20%
Cc1nc(C)c(CCNC(=O)c2cccc(Cl)c2)s1 | -9.7% | 7% | 0% | -6% | -2 | 702 | 0% | 0.5% | 1.1 | 6%
COCCCn1cn[nH]c1=S | -4.3% | 2% | -8% | 24% | -6 | 724 | 4% | -0.3% | 1.1 | 3%
CCOC(=O)C(CC)n1cnc2sc3c(c2c1=O)CCC3 (stereo not given) | 0.2% | 4% | 3% | -4% | . | . | -3% | 0.1% | 1.1 | -3%
COc1ccc2nc(NC(=O)C3CCN(S(=O)(=O)c4cccnc4)CC3)sc2c1 | -6.1% | -6% | 2% | 13% | . | . | 2% | 1.2% | 1 | -5%

human PMI inhibitors: hit marks shown above.
molecule	XIAP antagonists	human PMI inhibition	M1AAP inhibition	M17LAP inhibition	SIAH1 antagonists	TNAP activators	human PMI inhibitors
COc1ccc(C(=O)CCNc2ccc3c(c2)OCCO3)cc1	-17%	28%	4%	-3%	-8%	1.1	58%*

Sorted by the number under SIAH1 antagonists (lowest first): some entries from above
compound	XIAP antagonists	human PMI inhibition	M1AAP inhibition	M17LAP inhibition	SIAH1 antagonists	TNAP activators	human PMI inhibitors
CCC(=O)Nc1nc2c(OC)ccc(C)c2s1	-0.5%	-7%	3%	-6%	-10%	1.1	-7%
O=C(COc1ccc(Cl)cc1Cl)NCCCN1CCOCC1	0.4%	4%	9%	9%	2%	1.1	8%
Cc1sc2nc(CN(Cc3cccs3)C(=O)C3CC3)[nH]c(=O)c2c1C	-1.9%	-5%	5%	-10%	8%	1.1	5%
COc1ccc(C2SCCN2C(=O)c2ccc([N+](=O)[O-])cc2)cc1 (stereo not given)	-2.1%	8%	7%	4%	18%	1.1	8%
